# From PubChem
# PfGluPho inh – PfG6PD (Plasmodium falciparum) enzyme inhibition. PfGluPho enzyme, NADPH resazurin-diaphorase fluorescence. hit rate 0.78% among 350,000. inhibition, % at 20 µM;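 active = inhibition reaching at least a set limit at 20 µM in the primary screen, cut at about 59% in these data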;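 note: 0% = DMSO wells with substrate and 100% = DMSO wells lacking glucose-6-phosphate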
# SENP8 block-1 – SENP8 (human) protease inhibition | Q96LD8 | recombinant SENP8, Nedd8 substrate fluorescence | inhibition, % at 20 µM | hit rate 0.64% among 360,000 | AID 602440; in the data active = inhibition mostly above about 40%, no sharp cut-off; inactive = mostly below about 27%
# Target sequence (Q96LD8 whole entry, looked up): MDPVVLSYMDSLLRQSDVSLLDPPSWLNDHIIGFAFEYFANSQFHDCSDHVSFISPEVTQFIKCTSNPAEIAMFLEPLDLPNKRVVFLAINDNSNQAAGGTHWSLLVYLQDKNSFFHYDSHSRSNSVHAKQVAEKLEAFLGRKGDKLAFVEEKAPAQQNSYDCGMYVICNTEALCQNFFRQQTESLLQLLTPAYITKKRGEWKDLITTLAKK
# HKDC1 inhibitor – blocks human hexokinase HKDC1 activity | recombinant HKDC1, G6PDH/diaphorase resazurin coupled fluorescence | Q2TB90 | inhibition, % at 20 µM | AID 493160 | hit rate 0.16% among 340,000;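 active = inhibition above about 35% when tested at 20 µM, limit read from the data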;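 note: plate controls were DMSO wells with enzyme for no effect and DMSO wells lacking enzyme for full effect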
#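 Assay system: recombinant HKDC1 hexokinase; detection: coupled resazurin fluorescence, excitation 525 nm, emission 613 nm; benchmarks: DMSO-plus-enzyme-mix negative control, buffer-substituted positive control; compound dosing: single 20 µM dose; schedule: 90 min at room temperature in dark; also added: glucose plus 1 mM ATP as hexokinase substrates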
# SENP1 inh – blocks the human SENP1 SUMO protease catalytic domain; recombinant SENP1 catalytic domain, CyPet-SUMO1-YPet FRET cleavage; hit rate 0.21% among 360,000; inhibition, % at 10 µM; AID 624204; Q9P0U3;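 active = inhibition at least 30% at 10 µM, raw YFP signal under a set limit, fluorescence ratio 0.5 to 1.5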;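 note: 0% = enzyme with DMSO and 100% = no enzyme wells; some results filed as inactive read as strong as hits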
# Target sequence (Q9P0U3 419-644 limits assumed): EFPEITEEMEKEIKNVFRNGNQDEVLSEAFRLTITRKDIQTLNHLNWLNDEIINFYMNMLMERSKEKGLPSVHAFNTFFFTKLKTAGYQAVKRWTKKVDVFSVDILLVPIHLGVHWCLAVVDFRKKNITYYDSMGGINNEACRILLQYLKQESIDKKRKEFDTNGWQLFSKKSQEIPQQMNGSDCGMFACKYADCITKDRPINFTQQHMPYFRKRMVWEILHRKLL
#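 Compound: 10 µM single point, 0.5% DMSO; Test system: hSENP1 catalytic domain, recombinant; Timing: 50 min reaction at room temperature; Technique: FRET, CFP and YFP emission; Control set: no-enzyme wells low, DMSO-plus-enzyme wells high control.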
# SENP6 inh – inhibitors of human SENP6 protease; Q9GZR1; Recombinant SENP6 catalytic domain, aminoluciferin luminescence; inhibition, % at 10 µM; hit rate 1.8% among 330,000; AID 2599;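 active = inhibition above about 50% at the single tested dose, limit read from the data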;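 note: plate controls were DMSO wells with enzyme for no effect and DMSO wells lacking enzyme for full effect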
# Target sequence (Q9GZR1 628-1112 limits assumed): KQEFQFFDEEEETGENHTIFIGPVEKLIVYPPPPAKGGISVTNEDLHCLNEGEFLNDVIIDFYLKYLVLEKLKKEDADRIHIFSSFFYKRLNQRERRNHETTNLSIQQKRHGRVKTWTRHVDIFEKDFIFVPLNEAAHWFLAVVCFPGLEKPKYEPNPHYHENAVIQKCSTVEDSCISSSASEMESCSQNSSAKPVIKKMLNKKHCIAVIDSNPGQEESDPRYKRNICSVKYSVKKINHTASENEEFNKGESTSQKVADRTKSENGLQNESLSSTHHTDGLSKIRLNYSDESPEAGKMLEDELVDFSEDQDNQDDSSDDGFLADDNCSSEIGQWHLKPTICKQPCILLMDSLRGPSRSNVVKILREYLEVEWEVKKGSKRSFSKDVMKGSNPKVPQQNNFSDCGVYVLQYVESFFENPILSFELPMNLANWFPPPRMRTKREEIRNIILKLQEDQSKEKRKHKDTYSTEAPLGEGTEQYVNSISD
# SENP8 block-2 – inhibitors of human SENP8 protease | Q96LD8 | purified SENP8, Z-RLRGG-aminoluciferin cleavage, luminescence | inhibition, % at 10 µM | hit rate 1.2% among 330,000 | AID 2540; in the data active = inhibition above about 50%
# beta cell repl – MIN6 beta-cell proliferation induction | MIN6 cells proliferation, ATPlite luminescence, 48 h; cells starved in 0.2% serum; 100% = growth in 10% serum | proliferation, % at 10 µM | hit rate 0.29% among 330,000 | AID 2380;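 active = compounds whose signal lies at least 3.5 SD above the mean of all wells on their plate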;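 note: 0% = DMSO-treated cells in low-serum medium and 100% = 10% serum control; some compounds called inactive have numbers as strong as hits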
# UBC13 inh – blocks human UBC13 polyubiquitin chain formation; hit rate 0.47% among 330,000; P61088; inhibition, % at 20 µM; TR-FRET; in the data active = inhibition above about 45%, passing the limit was not always enough
# Target sequence (P61088 whole entry, looked up): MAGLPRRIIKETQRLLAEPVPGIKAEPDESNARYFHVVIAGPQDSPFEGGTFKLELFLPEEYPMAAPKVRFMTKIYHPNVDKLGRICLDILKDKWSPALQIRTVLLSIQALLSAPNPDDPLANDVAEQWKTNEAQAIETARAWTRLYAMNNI
# SENP7 block – inhibitors of human SENP7 protease; recombinant SENP7, Z-RLRGG-aminoluciferin luminescence, 40 min; hit rate 1.5% among 330,000; inhibition, % at 5 µM; Q9BQF6;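 active = inhibition above about 50% at the single test dose, limit read from the data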;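 note: plate controls were DMSO with enzyme for no effect and no enzyme buffer wells for full effect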
# * marks the source's active call; other numbers are inactive results; / = no result given.
1: Nc1ncnc2c1cnn2C1CC(O)C(CO)O1 (stereo not given)
2: O=C(CCn1cnnn1)Nc1ccccc1
3: O=C(COC(=O)c1cc2ccccc2cc1O)NC1CCCCC1
4: CC1CC1C(=O)OCC(=O)Nc1ccc(Cl)cn1 (stereo not given)
5: CN(C(=S)NC1CCCCC1)C1(c2ccccc2Cl)CCCCC1=O (stereo not given)
6: O=C(COCc1nc2ccccc2c(=O)[nH]1)NC1CCCC1
7: CC1(C)NC(=O)N(CCCCOc2ccc(Cl)cc2C=O)C1=O
8: COc1ccc(CNC(=O)CN(Cc2ccc(C)cc2)C(=O)c2csnn2)cc1

Compound	1	2	3	4	5	6	7	8
HKDC1 inhibitor	-3	-1	-6	3	-2	-6	-7	5
SENP1 inh	2	0	3	-13	1	1	2	1
SENP6 inh	/	5	-2	6	-15	-24	-35	15
SENP8 block-1	16	19	-148	-9	8	13	-25	1
beta cell repl	/	-1	-1	0	-3	-1	0	0
PfGluPho inh	-4	-11	-11	-5	6	-9	10	-14
SENP8 block-2	/	-4	-10	5	2	-3	-8	-1
UBC13 inh	/	16	18	-11	8	-10	-2	3
SENP7 block	/	3	7	-1	-2	-8	1	6

9: Cc1ccc(/C=N/NC(=O)CSc2nc3ccccc3o2)cc1
10: CC(C)c1ccccc1NC(=S)NCC1(N(C)C)CCCCC1
11: C#CCNC(=O)C1=C[C@H](c2ccc3c(c2)OCO3)C[C@H](OCc2ccc(CO)cc2)O1
12: CCN(C(=O)c1cccc(Br)c1)C1CCS(=O)(=O)C1 (stereo not given)
13: Fc1ccc(N=c2ssnc2Cl)c(F)c1
14: CCN(CC(=O)Nc1ccc(NC(C)=O)cc1)C(=O)c1ccc(S(=O)(=O)N2CCCC2)cc1
15: O=C(NCCC1CCCCN1S(=O)(=O)c1ccc(F)cc1)C(=O)Nc1ccccc1F (stereo not given)
16: COCCN(C(=O)COC(=O)c1cc2ccccc2cc1O)c1c(N)n(Cc2ccccc2)c(=O)[nH]c1=O

Compound	9	10	11	12	13	14	15	16
HKDC1 inhibitor	-6	-2	-2	-6	-23	-2	7	-1
SENP1 inh	2	1	0	0	-2	1	2	8
SENP6 inh	-13	-3	11	-9	-9	/	-18	-7
SENP8 block-1	11	13	-97	16	20	16	4	-118
beta cell repl	-3	1	1	1	-5	/	-5	3
PfGluPho inh	23	10	-12	-2	87*	3	-4	5
SENP8 block-2	-3	8	-6	-3	-6	/	-10	6
UBC13 inh	11	10	-3	-4	2	/	-1	5
SENP7 block	-8	-1	-9	11	-3	/	-13	-6

17: Fc1ccc(NC(=S)N2CCCC(c3ccccc3)=N2)cc1
18: CN(C)CCCOc1nc2c(c(=O)n(C)c(=O)n2C)n1C
19: CCOC(=O)C1Oc2ccccc2C(c2cccc3ccccc23)=C1C(=O)OC (stereo not given)
20: Cc1ccc2cc(CN(CCN3CCOCC3)C(=O)NCc3ccccc3)c(=O)[nH]c2c1C
21: Cc1ccc(S(=O)(=O)NCc2csc(-c3cccs3)n2)cc1
22: O=C(Nc1ccccc1N1CCOCC1)c1ccc(Cl)c(S(=O)(=O)NCc2ccco2)c1
23: COc1cc(OC)cc(-c2cc3nc(C)c(CCC(=O)O)c(=O)n3[nH]2)c1
24: CCCCCCCNC(=O)C1(CC2CC(c3cccc(Br)c3)=NO2)CCN(C(=O)OC(C)(C)C)CC1 (stereo not given)

Compound	17	18	19	20	21	22	23	24
HKDC1 inhibitor	2	-1	22	0	2	-14	1	-19
SENP1 inh	3	3	-2	4	3	2	2	-1
SENP6 inh	-8	-18	/	/	-6	-14	34	-7
SENP8 block-1	9	7	-16	-94	-121	-2	-76	17
beta cell repl	-2	-4	/	/	1	2	-2	-8
PfGluPho inh	-6	-20	9	-18	39	2	-5	-17
SENP8 block-2	4	-12	/	/	5	-1	31	-4
UBC13 inh	2	-1	/	/	-1	0	8	0
SENP7 block	2	-7	9	/	1	-4	45	-7

25: Cn1c(=O)c2[nH]c(N=NN3CCCCC3)nc2n(C)c1=O
26: C=CCn1c(Cc2csc(N)n2)nnc1SCc1ccc(C(=O)OC)cc1
27: Cc1c(NC(=O)c2coc(=O)c(Br)c2)c(=O)n(-c2ccccc2)n1C
28: Nc1cc(=O)[nH]c(SCc2ccccc2Cl)n1
29: Cc1cccc(C(=O)OCC(=O)NCCN2C(=O)CSC2=O)c1[N+](=O)[O-]
30: Cn1cccc1C(=O)N1CCc2ccccc2C1
31: O=C(O)c1cc(=O)c2c(OCC(O)COc3cccc4oc(C(=O)O)cc(=O)c34)cccc2o1
32: CCN(CC)CCCNc1nc(-c2ccccc2)nc2ccccc12

Compound	25	26	27	28	29	30	31	32
HKDC1 inhibitor	-7	-8	-3	-5	0	-3	3	-6
SENP1 inh	-1	1	-18	4	2	1	1	-1
SENP6 inh	/	-4	18	1	-19	-6	/	-8
SENP8 block-1	4	5	-381	7	24	-1	-32	12
beta cell repl	/	-1	-6	-2	-2	7	/	-4
PfGluPho inh	4	0	-25	7	-20	7	10	4
SENP8 block-2	/	0	0	-11	-9	-7	/	-7
UBC13 inh	/	-12	2	-5	-3	7	/	6
SENP7 block	/	-5	13	-12	-3	-8	/	-3

33: CCCC1(C)NC(=O)c2ccccc2O1 (stereo not given)
34: CC(C)c1ccc2oc(=O)cc(CN3CCCCC3)c2c1
35: Cc1ccc(CS(=O)(=O)CCC(=O)NCCCOC(C)C)cc1
36: CCOC(=O)CSc1nc2sc3c(c2c(=O)n1-c1ccc(OC)cc1)CCN(C)C3
37: C/C=C(/C)C(=O)Nc1cccc(C2=NOC3(C2)C[C@@H](C(N)=O)N(C(=O)/C=C/CC)C3)c1 (stereo not given in full)
38: Cc1cccc(CCNC(=O)CCS(=O)(=O)c2ccc(Br)cc2)c1
39: Cc1ccc(NC(=O)Cn2nc(C(=O)O)c3ccccc3c2=O)c([N+](=O)[O-])c1
40: COC(=O)C1C(O)=CC(=O)CC1C (stereo not given)

Compound	33	34	35	36	37	38	39	40
HKDC1 inhibitor	-13	-2	-9	0	-5	-5	6	1
SENP1 inh	3	0	2	-39	-4	0	2	-4
SENP6 inh	3	9	-13	-20	-4	12	-43	-16
SENP8 block-1	5	18	14	-198	5	17	10	0
beta cell repl	-4	0	1	-2	0	1	-3	-2
PfGluPho inh	8	-6	2	10	5	-6	-22	-1
SENP8 block-2	-7	-3	1	8	-5	-7	-10	-4
UBC13 inh	4	1	3	6	3	1	-10	-12
SENP7 block	-9	0	-4	-3	-2	2	-4	-7

# Compound profiles (already shown). Values in the order: HKDC1 inhibitor, SENP1 inh, SENP6 inh, SENP8 block-1, beta cell repl, PfGluPho inh, SENP8 block-2, UBC13 inh, SENP7 block
# C/C=C(/C)C(=O)Nc1cccc(C2=NOC3(C2)C[C@@H](C(N)=O)N(C(=O)/C=C/CC)C3)c1 (stereo not given in full) as listed: -5, -4, -4, 5, 0, 5, -5, 3, -2
# Cc1cccc(CCNC(=O)CCS(=O)(=O)c2ccc(Br)cc2)c1 as listed: -5, 0, 12, 17, 1, -6, -7, 1, 2
# CCCC1(C)NC(=O)c2ccccc2O1 (stereo not given) as listed: -13, 3, 3, 5, -4, 8, -7, 4, -9
# CC(C)c1ccc2oc(=O)cc(CN3CCCCC3)c2c1 as listed: -2, 0, 9, 18, 0, -6, -3, 1, 0

# Later entries:
41: CCOC(=O)C1=C(C)OC(N)=C(C#N)C1c1cc(Cl)c(OCC(N)=O)c(OC)c1 (stereo not given)
42: Cc1cc(Cl)ccc1OCC(=O)OCC(=O)NC1CCS(=O)(=O)C1 (stereo not given)
43: O=C(/C=C/c1cccc([N+](=O)[O-])c1)NC(=S)Nc1cccc(NC(=O)c2ccccc2Cl)c1
44: CCOCCCNC(=O)c1oc2ccc3c(c2c1C)C(O)CC(C)(C)O3 (stereo not given)
45: CCc1ccc(-c2nn(Cc3ccccc3)cc2C(=O)NCC2CCCO2)cc1 (stereo not given)
46: CN(Cc1ccccc1)C(=O)CCC1CCN(C(=O)CCC(F)(F)F)CC1
47: O=C(O)C[C@H]1c2cc(C(F)(F)F)ccc2S(=O)(=O)N1C1CCCCC1
48: COc1ccc(NS(=O)(=O)c2cc(C)ccc2OC)cc1OC

Compound	41	42	43	44	45	46	47	48
HKDC1 inhibitor	-9	-5	-8	-4	-5	-5	-2	4
SENP1 inh	-17	4	0	2	0	0	2	0
SENP6 inh	-19	-1	-5	-2	-6	-13	-6	-22
SENP8 block-1	-124	6	9	-240	-3	-147	26	16
beta cell repl	-2	4	-2	1	2	-2	-2	2
PfGluPho inh	-13	-5	5	3	13	3	-3	-13
SENP8 block-2	1	-2	1	-1	-2	-11	-9	-7
UBC13 inh	-10	4	-4	12	2	-9	-14	2
SENP7 block	6	0	-5	-1	1	-13	11	12

# Taken from above (three entries):
44: CCOCCCNC(=O)c1oc2ccc3c(c2c1C)C(O)CC(C)(C)O3 (stereo not given)
45: CCc1ccc(-c2nn(Cc3ccccc3)cc2C(=O)NCC2CCCO2)cc1 (stereo not given)
46: CN(Cc1ccccc1)C(=O)CCC1CCN(C(=O)CCC(F)(F)F)CC1

Compound	44	45	46
HKDC1 inhibitor	-4	-5	-5
SENP1 inh	2	0	0
SENP6 inh	-2	-6	-13
SENP8 block-1	-240	-3	-147
beta cell repl	1	2	-2
PfGluPho inh	3	13	3
SENP8 block-2	-1	-2	-11
UBC13 inh	12	2	-9
SENP7 block	-1	1	-13

# (list continues)
49: COc1ccc(-c2csc3nc(C)n(-n4cccc4)c(=O)c23)cc1
50: COc1cc(/C=C/C(=O)OCC(=O)N2CCCCCC2)ccc1OCC#N
51: Cc1sc2ncnc(SCC(=O)NC3CC3)c2c1C
52: O=S1(=O)CC(N2CCCCC2)C(N2CCCCC2)C1 (stereo not given)
53: CCOc1ccccc1NC(=O)c1cc(C(=O)c2cc(Br)ccc2O)coc1=N
54: Nc1nnc(CC(=O)N/N=C/c2ccc(-c3ccc(F)cc3)o2)s1
55: CCOC(=O)c1cnc2c(C)c(Cl)ccc2c1Nc1ccc(S(=O)(=O)Nc2ncccn2)cc1
56: CNC(=O)c1[nH]cnc1C(=O)N[C@@H](C)C(=O)OC(C)(C)C

Compound	49	50	51	52	53	54	55	56
HKDC1 inhibitor	-2	-1	15	-2	-3	-3	/	-6
SENP1 inh	0	1	-1	0	2	-4	/	1
SENP6 inh	-19	4	4	-4	1	-3	5	-1
SENP8 block-1	-7	-133	11	31	0	-154	/	12
beta cell repl	0	0	0	-2	-5	-2	0	-3
PfGluPho inh	-7	4	-14	-9	-17	1	/	1
SENP8 block-2	4	2	6	-7	-1	3	-1	-14
UBC13 inh	0	8	-4	2	-3	-21	22	2
SENP7 block	3	-5	5	7	-6	4	-1	-15

57: O=[N+]([O-])c1cc([N+](=O)[O-])c(Oc2c(F)ccc(F)c2F)cc1NN1CCCCC1
58: COC(=O)c1ccc(NC(=O)Cn2c([N+](=O)[O-])cnc2C)cc1
59: CCOC(=O)[C@H]1[C@H]2COc3ccc(Cl)cc3[C@@H]2N2C(=O)c3cc(Cl)ccc3NC(=O)[C@@]12C
60: Cc1ccn(C(=O)c2ccc(NC(=O)C3CC3)cc2)n1
61: c1ccc(Nc2nnc(-c3cccc4ccccc34)o2)cc1

Compound	57	58	59	60	61
HKDC1 inhibitor	-1	-1	6	-11	-2
SENP1 inh	1	3	0	2	1
SENP6 inh	3	9	-22	6	-10
SENP8 block-1	32	18	4	-12	-402
beta cell repl	-7	-2	-8	0	-1
PfGluPho inh	-7	3	-6	20	-2
SENP8 block-2	-3	-7	-9	-8	-2
UBC13 inh	-2	1	-12	2	9
SENP7 block	-3	2	0	2	65*

# Compounds were not picked by outcome, and some 4% of all compounds hit somewhere here.
